Source: PubChem
mIAP act: increases mouse intestinal alkaline phosphatase activity | 0.24% of 330,000 active | muIAP, CDP-Star luminescence, 30 min; hits give high values; 1 = vehicle-only enzyme signal, 0 = enzyme-free wells | AID 2805 | activation factor at 10 µM;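 active = activation factor of at least 2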; note: the source names both 10 and 20 µM as test concentration; values of inactives mirror those of a sister screen read the other way
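System: mouse IAP enzyme. Reagent: CDP-Star chemiluminescent phosphatase substrate. Benchmarks: DMSO wells, no-enzyme wells. Times: 30 min enzyme-substrate-compound incubation at room temperature. Detection: luminescence from enzymatic CDP-Star hydrolysis. Doses: test compounds delivered from DMSO solution.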
APOBEC3G inh: blocks human APOBEC3G single-stranded DNA deamination. Q9HC16. recombinant A3G, ssDNA deamination FAM/TAMRA fluorescence. inhibition, % at 20 µM. 0.28% of 330,000 active;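 active = inhibition of at least 40% at 20 µM, with no more than 30% in the related APOBEC3A deaminase screen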;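 note: plate controls were DMSO wells with A3G for no effect and wells lacking A3G enzyme for full effect; some compounds called inactive have numbers as strong as hits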
Target sequence (Q9HC16 whole entry, looked up): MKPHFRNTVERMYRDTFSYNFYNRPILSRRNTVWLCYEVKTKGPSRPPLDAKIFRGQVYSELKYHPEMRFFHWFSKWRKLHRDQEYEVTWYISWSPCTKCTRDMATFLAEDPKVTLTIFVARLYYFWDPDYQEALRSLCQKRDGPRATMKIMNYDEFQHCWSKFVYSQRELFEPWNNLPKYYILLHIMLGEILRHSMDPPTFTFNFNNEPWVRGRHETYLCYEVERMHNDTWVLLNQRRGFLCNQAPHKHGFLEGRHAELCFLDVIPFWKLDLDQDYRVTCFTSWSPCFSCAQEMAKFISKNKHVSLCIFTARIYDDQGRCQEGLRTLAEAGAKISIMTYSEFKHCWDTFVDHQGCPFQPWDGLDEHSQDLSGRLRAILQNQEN
APOBEC3A inh: blocks human APOBEC3A ssDNA deamination | P31941 | recombinant A3A, FAM/TAMRA ssDNA deamination fluorescence | inhibition, % at 20 µM | 0.41% of 330,000 active;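 active = at least 40% inhibition at 20 µM here, with at most 30% in a related deaminase screen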;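 note: plate controls were A3A with DMSO for no effect and wells lacking A3A enzyme for full effect; some results filed as inactive read as strong as hits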
Target sequence (P31941 whole entry, looked up): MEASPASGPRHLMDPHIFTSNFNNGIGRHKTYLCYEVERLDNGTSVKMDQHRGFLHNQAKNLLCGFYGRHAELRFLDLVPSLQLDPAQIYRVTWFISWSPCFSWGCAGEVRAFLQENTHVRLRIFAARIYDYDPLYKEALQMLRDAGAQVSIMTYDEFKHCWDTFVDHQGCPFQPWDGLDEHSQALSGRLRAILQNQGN
hIAP block: human IAP inhibition; purified IAP, CDP-Star luminescence, 30 min; 0.12% of 330,000 active; inhibition, % at 10 µM; AID 2544; P09923;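 active = inhibition reaching a set limit with compound at 10 µM in the primary screen, cut at about 35% in these data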;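 note: plate controls were DMSO wells with enzyme for no effect and no-enzyme buffer wells for full effect; values of inactives mirror those of a sister screen read the other way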
MPTP block: inhibitors of mitochondrial permeability transition pore; isolated mouse mitochondria, Ca2+ swelling absorbance, 30 min; inhibition, % at 10 µM; 1.4% of 360,000 active;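 active = inhibition of 50% or more, scaled per plate between neutral and stimulator controls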;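 note: 0% = DMSO wells given calcium and 100% = 1 mM EGTA wells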
hIAP act: human IAP activation; purified human IAP, CDP-Star luminescence, 30 min; hits give high values; 1 = vehicle-only enzyme, 0 = enzyme-free background; AID 2524; activation factor at 10 µM; 0.16% of 330,000 active;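 active = activation factor of the enzyme at least 2-fold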; note: the source names both 10 and 20 µM as test concentration; values of inactives mirror those of a sister screen read the other way
ATG4B inhibitor: inhibitors of human ATG4B cysteine protease; inhibition, % at 8.33 µM; 0.51% of 340,000 active; ATG4B cleavage of LC3-PLA2, NBD-HPC fluorescence, 1 h; in the data active = inhibition above about 40%
Target sequence (Q9Y4P1 whole entry, looked up): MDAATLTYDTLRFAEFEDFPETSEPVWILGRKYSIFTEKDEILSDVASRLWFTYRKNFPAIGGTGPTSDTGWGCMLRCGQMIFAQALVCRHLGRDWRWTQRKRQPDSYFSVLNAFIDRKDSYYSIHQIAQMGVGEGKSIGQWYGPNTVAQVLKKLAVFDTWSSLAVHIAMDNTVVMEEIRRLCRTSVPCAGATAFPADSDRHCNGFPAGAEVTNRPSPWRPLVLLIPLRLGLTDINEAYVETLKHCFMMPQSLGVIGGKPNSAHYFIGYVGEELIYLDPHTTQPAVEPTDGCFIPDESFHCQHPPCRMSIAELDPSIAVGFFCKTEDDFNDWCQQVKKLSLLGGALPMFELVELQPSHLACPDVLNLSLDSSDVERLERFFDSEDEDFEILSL
mIAP block: blocks mouse intestinal alkaline phosphatase; purified mouse IAP, CDP-Star luminescence, 30 min; inhibition, % at 10 µM; 0.2% of 330,000 active; AID 2806;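 active = inhibition of at least 40% at 10 µM in the primary screen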;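 note: plate controls were DMSO with enzyme for no effect and no enzyme wells for full effect; values of inactives mirror those of a sister screen read the other way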
MIN6 prolif: inducers of beta-cell replication in MIN6 cells. 0.29% of 330,000 active. proliferation, % at 10 µM. MIN6 cells proliferation, ATPlite luminescence, 48 h; cells starved in 0.2% serum; 100% = growth in 10% serum. AID 2380;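 active = compounds whose signal lies at least 3.5 SD above the mean of all wells on their plate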;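 note: 0% = DMSO-treated cells in low-serum medium and 100% = 10% serum control; some compounds called inactive have numbers as strong as hits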
* = called active by the depositor; x = no result given.

SMILES | mIAP act | APOBEC3G inh | APOBEC3A inh | hIAP block | MPTP block | hIAP act | ATG4B inhibitor | mIAP block | MIN6 prolif
CC(=O)NNC(=O)C(O)(c1ccccc1)c1ccccc1 | 0.88 | -8 | -3 | -32 | 1.3 | 1.3 | -12 | 12 | 2
c1ccc(-n2ncc3c2ncn2nnnc32)cc1 | 1 | -5 | 1 | -18 | 0.4 | 1.2 | -6 | -5 | -1
c1ccc(NCc2cccc3ccccc23)nc1 | 1.1 | -4 | -8 | 4 | 0.0 | 0.96 | 12 | -8 | -4
CCCC(=O)c1ccc(N2CCN(C(=O)c3ccccc3Br)CC2)c(F)c1 | 0.96 | -7 | -3 | 19 | 80* | 0.81 | -13 | 4 | -4
N#CC1=C(N)OC2=C(C(=O)CCC2)C1c1cccs1 (stereo not drawn) | 1 | -5 | -2 | 3 | -0.6 | 0.97 | 1 | 0 | -3
Clc1ccc(CNCC2CCCO2)c(Cl)c1 (stereo not drawn) | 0.91 | 3 | 4 | 2 | 1.7 | 0.97 | -3 | 9 | -3
Cc1cc(N2CCN(C)CC2)nc2ccc(NC(=S)NCCC(C)C)cc12 | 1.2 | -1 | -2 | -6 | 1.2 | 1.1 | 0 | -20 | -7
CCCC(=O)NC(Nc1cccc(C(F)(F)F)c1)C(Cl)(Cl)Cl (stereo not drawn) | 1.2 | -2 | 6 | -11 | 6.8 | 1.1 | -3 | -19 | -2
CCOC(=O)c1oc2ccc3c(c2c1C)C(=O)CC1(CCN(C(=O)OCC)CC1)O3 | 1 | 0 | 4 | 19 | -1.3 | 0.81 | -9 | -4 | -3
CC1CCCC(NC(=O)COC(=O)COc2ccc(C#N)cc2)C1C (stereo not drawn) | 0.96 | -3 | -3 | 22 | -2.7 | 0.78 | 3 | 4 | -3
N/C(Cc1ccc([N+](=O)[O-])cc1)=N\OC(=O)c1ccc(Br)o1 | 0.93 | -4 | 1 | 9 | 0.2 | 0.91 | 6 | 7 | 0
CCN1C(=O)C(O)(CC(=O)c2ccc3c(c2)OCCO3)c2ccccc21 (stereo not drawn) | 0.93 | 13 | 21 | -4 | -2.6 | 1 | -5 | 8 | -6
O=C(CN1C(=O)C2C3CCC(C3)C2C1=O)OCC(=O)c1ccc(Br)cc1 (stereo not drawn) | 1 | -4 | -2 | -8 | 0.5 | 1.1 | -8 | -1 | 2
CCOC(=O)c1c(-c2ccc(C)cc2)csc1NC(=O)C1CC=CCC1C(=O)O (stereo not drawn) | 0.96 | -1 | 9 | -11 | 3.1 | 1.1 | 3 | 4 | 1
C=CCN1CN(Cc2ccco2)CNC1=S | 1 | -2 | -1 | -15 | -0.9 | 1.1 | -1 | -1 | 0
O=C(c1ccc(C(F)(F)F)cc1)N1CCC(=O)N(C(COCc2ccc(Cl)cc2)Cc2ccccc2)CC1 (stereo not drawn) | 1 | -3 | 1 | 9 | -0.5 | 0.91 | 2 | -1 | -7
CN(C)Cc1c(C(=O)N/N=C/c2cccc(OCc3ccc(F)cc3)c2)nnn1-c1nonc1N | 1 | -6 | -3 | 0 | 2.3 | 1 | 3 | -1 | -3
Cc1nnc(SCSc2nnc(C)s2)s1 | 0.93 | 1 | 1 | 6 | -4.2 | 0.94 | 1 | 7 | -3
O=C(/C=C/c1cn(-c2ccccc2)nc1-c1cccnc1)N1CCCCC1 | 1 | 20 | 0 | 0 | 3.3 | 1 | -4 | 0 | -2
O=C(O)C12CC3CC(C1)CC(n1ncc(NCc4ccccc4)c(Cl)c1=O)(C3)C2 | 0.99 | -3 | 1 | -6 | -1.0 | 1.1 | -10 | 0 | -2
O=C(Nc1ccc(Cl)cc1)/C(=C1\CCCN1)[N+](=O)[O-] | 0.94 | -3 | 3 | 2 | 2.3 | 0.98 | 0 | 6 | -4
CN(CC(=O)Nc1ccc(OC(F)(F)F)cc1)C(=O)Cc1cccs1 | 1.2 | -3 | 1 | -11 | -1.4 | 1.1 | -3 | -18 | 0
CCc1nnc(NC(=O)CCC(=O)NCc2ccccc2OC)s1 | 0.98 | -7 | -1 | -3 | -1.3 | 1 | 0 | 2 | 2
O=C(N/N=C/c1cccc([N+](=O)[O-])c1O)C(O)(c1ccccc1)c1ccccc1 | 0.79 | -2 | -3 | -13 | 2.4 | 1.1 | 3 | 21 | -1
C[C@@H](N)C(=O)NC[C@H]1CC[C@H](C(=O)N[C@@H](Cc2ccccc2)C(=O)O)CC1 | 0.92 | -8 | -4 | 15 | -0.3 | 0.85 | -7 | 8 | 5

New compounds follow
SMILES | mIAP act | APOBEC3G inh | APOBEC3A inh | hIAP block | MPTP block | hIAP act | ATG4B inhibitor | mIAP block | MIN6 prolif
Cc1ccc(N2C(=O)SC(N(CC(=O)O)c3cccc(C)c3)C2=O)cc1 (stereo not drawn) | 0.89 | 3 | -4 | -5 | -1.0 | 1.1 | 0 | 11 | 1
O=C(NNC(=O)C1CCN(C(=O)Nc2ccccc2)CC1)c1ccc([N+](=O)[O-])cc1 | 1.1 | -10 | -2 | -17 | 0.3 | 1.2 | -4 | -10 | -2
Cc1ccccc1C(=O)NNC(=O)CSc1nnc(C)n1-c1ccccc1 | 1 | -2 | -1 | -32 | 0.8 | 1.3 | 9 | -2 | 0
CCCC(=O)Nc1cnc(NC(=O)c2cccc(F)c2)cc1C | 1 | -3 | -4 | 6 | -5.8 | 0.94 | -5 | -2 | 1
Cn1c(=O)c2[nH]c(N/N=C(/C#N)C(N)=O)nc2n(C)c1=O | 0.84 | -5 | 0 | -17 | x | 1.2 | 0 | 16 | -1
Cc1cc(C(=O)CSc2nc3ccc(Cl)cc3[nH]2)c(C)n1CC1CCCO1 (stereo not drawn) | 0.94 | -6 | 3 | -11 | 7.5 | 1.1 | -19 | 6 | -7
N#CC1(NC(=O)COC(=O)Cc2n[nH]c(=O)c3ccccc23)CCCCC1 | 1 | -9 | 7 | 10 | -0.7 | 0.9 | -10 | 0 | -3
Cc1cc(Cn2nc(C(=O)NCc3cccs3)cc2-c2ccccc2)on1 | 1 | -13 | -4 | -3 | 0.2 | 1 | -3 | -3 | 9
COCCn1nnnc1C(c1ccccc1OC)N1CCc2ccccc2C1 (stereo not drawn) | 1 | -6 | -5 | 6 | -0.9 | 0.94 | -30 | -2 | 3
CCC(=O)/C(=C(/O)c1ccccc1)c1nc2ccccc2[nH]1 | 0.96 | -8 | -1 | -23 | -0.4 | 1.2 | -3 | 4 | -2
COC(=O)C1=C(C)NC(C)=C(C(=O)OC)C1c1ccc(NC(C)=O)cc1 | 1 | 2 | -3 | -6 | -0.6 | 1.1 | -13 | -3 | -5
Cc1c(Cl)cccc1NC(=S)N1CCN(Cc2ccc3c(c2)OCO3)CC1 | 1.1 | 1 | 1 | -18 | 2.9 | 1.2 | -6 | -10 | -3
CC1(C)CC(=O)c2sc(NC(=O)c3cccs3)nc2C1 | 1.1 | -3 | -4 | 1 | 0.8 | 0.99 | -14 | -8 | -6
Cc1ccc(C)c(Cn2cnc3c(nnn3-c3ccc(F)cc3)c2=O)c1 | 1 | -7 | -6 | 4 | 1.5 | 0.96 | 5 | -5 | -2
COc1ccc(S(=O)(=O)N(C)C)cc1NC(=O)CSc1nc(N)cc(N)n1 | 0.91 | 3 | 7 | 5 | 0.3 | 0.95 | -10 | 9 | -1
CC(OC(=O)c1ccc2c(c1)OCCO2)C(=O)NC1CCCCC1C (stereo not drawn) | 1 | -11 | -1 | 10 | 0.3 | 0.9 | -6 | -2 | 2
C=CCN(c1ccccc1)S(=O)(=O)c1cccc(C(=O)NCC(c2cccs2)N2CCOCC2)c1 (stereo not drawn) | 0.95 | -3 | -3 | 0 | 0.7 | 0.99 | -9 | 5 | -4
CC(=O)N1CCN(c2ccccc2NC(=O)c2cc3ccccc3o2)CC1 | 1 | -5 | -2 | -25 | -0.5 | 1.3 | -8 | -3 | 5
CC(=O)Nc1ccccc1NC(=O)COc1cccc2ccccc12 | 1 | -2 | -3 | -21 | 0.0 | 1.2 | -7 | -5 | -3
COc1cc(OC)cc(-c2nnc(NC(=O)CCS(=O)(=O)c3ccc(F)cc3)o2)c1 | 1 | -1 | 2 | -5 | 0.5 | 1.1 | 1 | -1 | -7
COc1cc2cc(C(=O)N3CCOCC3)cc(-c3ccc(C)cc3)c2cc1OC | 1 | -5 | 1 | -7 | 1.2 | 1.1 | -13 | -2 | -7
O=C(OCC(=O)N1CCc2ccccc21)c1cccc(S(=O)(=O)N2CCCc3ccccc32)c1 | 0.92 | -2 | 1 | 3 | 0.2 | 0.97 | -7 | 8 | 3
COc1ccc(CN(CC2CCC(C(=O)O)CC2)C(=S)Nc2ccccc2OC)cc1 (stereo not drawn) | 0.95 | -7 | -2 | -3 | -2.0 | 1 | 2 | 5 | -1
CCOc1cc(C(=S)N2CCOCC2)ccc1OC(=O)c1cc(OC)c(OC)c(OC)c1 | 0.96 | -7 | -6 | -2 | -0.2 | 1 | -8 | 4 | -1
COc1cc(C(=O)NC2CCN(C)CC2)ccc1Nc1ncc2c(n1)N(C1CCC(O)CC1)CCC(=O)N2C (stereo not drawn) | 1 | -7 | 1 | 4 | 0.4 | 0.96 | -4 | -3 | -1

Following part.
SMILES | mIAP act | APOBEC3G inh | APOBEC3A inh | hIAP block | MPTP block | hIAP act | ATG4B inhibitor | mIAP block | MIN6 prolif
C(=N\n1cnnc1)/c1cn(Cc2ccccc2)c2ccccc12 | 0.97 | -5 | -5 | -7 | 3.5 | 1.1 | -1 | 3 | 2
COc1ccc(-c2c(C)oc3c(CN4CCOCC4)c(O)ccc3c2=O)cc1 | 1.2 | -5 | -10 | -19 | 0.2 | 1.2 | 8 | -18 | -2
CC1CN(S(=O)(=O)Cc2ccccc2)CC(C)O1 (stereo not drawn) | 0.97 | -1 | 4 | -5 | 9.6 | 1.1 | -2 | 3 | -4
Cc1cccc(N2CCN(C(=O)c3ccc(CS(=O)Cc4cccc(Cl)c4)o3)CC2)c1C (stereo not drawn) | 1.1 | -9 | -10 | 8 | -0.5 | 0.92 | 23 | -6 | -6
Cc1oc(-c2ccccc2F)nc1CS(=O)CC(=O)NCc1ccccn1 (stereo not drawn) | 1 | -1 | -1 | 3 | -1.5 | 0.97 | -5 | -3 | -3
COc1cc2c(cc1OC)CN(C(=O)c1cccc(S(=O)(=O)N3CCc4ccccc43)c1)CC2 | 0.92 | 1 | 0 | 8 | 0.9 | 0.92 | -20 | 8 | -3
COc1ccccc1NC(=O)COC(=O)C1CCCC1 | 1 | -8 | -4 | -5 | 0.6 | 1.1 | 0 | -3 | -2
Cc1ccc(-c2cc(C(=O)NC3CCCC3)no2)cc1 | 0.99 | -8 | -4 | 7 | -0.7 | 0.93 | -9 | 1 | 0
CCCC(c1nnnn1CC1CCCO1)N1CCN(c2ccccc2)CC1 (stereo not drawn) | 1 | -3 | 7 | -12 | -0.2 | 1.1 | -5 | -5 | -2
O=C(CCC(=O)N(CC(=O)NC1CCCC1)C1CCCC1)Nc1ccccn1 | 1.1 | -7 | -3 | 22 | 1.0 | 0.78 | 4 | -6 | -1

3 entries from above in a different format.
| smiles | mIAP act | APOBEC3G inh | APOBEC3A inh | hIAP block | MPTP block | hIAP act | ATG4B inhibitor | mIAP block | MIN6 prolif |
| --- | --- | --- | --- | --- | --- | --- | --- | --- | --- |
| O=C(N/N=C/c1cccc([N+](=O)[O-])c1O)C(O)(c1ccccc1)c1ccccc1 | 0.79 | -2 | -3 | -13 | 2.4 | 1.1 | 3 | 21 | -1 |
| Cc1oc(-c2ccccc2F)nc1CS(=O)CC(=O)NCc1ccccn1 (stereo not drawn) | 1 | -1 | -1 | 3 | -1.5 | 0.97 | -5 | -3 | -3 |
| Cc1nnc(SCSc2nnc(C)s2)s1 | 0.93 | 1 | 1 | 6 | -4.2 | 0.94 | 1 | 7 | -3 |
